Compound activity: PubChem BioAssay, The Scripps Research Institute Molecular Screening Center
NR2E3 agonist: activates human photoreceptor nuclear receptor NR2E3 | inhibition of corepressor binding, % at 4.78 µM | 320,000 compounds, 0.12% hits | Q9Y5X4 | GST-NR2E3/biotin-RetCOR TR-FRET, 1536-well;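 active means percent inhibition above the cutoff of mean plus 3 SD of all tested compounds, set per screening campaign, cut at about 20% in these data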;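 further: 0% = DMSO wells and 100% = biotin wells as full block of FRET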
Target sequence (Q9Y5X4 whole entry, looked up): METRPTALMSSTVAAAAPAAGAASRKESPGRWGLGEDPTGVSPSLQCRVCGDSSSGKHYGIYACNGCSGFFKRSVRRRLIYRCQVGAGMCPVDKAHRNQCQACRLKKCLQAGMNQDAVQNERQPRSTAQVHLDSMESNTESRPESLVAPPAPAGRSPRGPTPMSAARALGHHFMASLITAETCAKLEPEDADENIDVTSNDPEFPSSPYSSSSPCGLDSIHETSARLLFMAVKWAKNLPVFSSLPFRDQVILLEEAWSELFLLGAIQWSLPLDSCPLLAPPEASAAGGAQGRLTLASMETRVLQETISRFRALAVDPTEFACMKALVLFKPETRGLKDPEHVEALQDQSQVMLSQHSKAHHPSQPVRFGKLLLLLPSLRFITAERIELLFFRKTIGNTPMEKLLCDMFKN
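System: GST-tagged NR2E3 plus biotinylated RetCOR corepressor; Amount: 1.35 nM GST-tagged NR2E3 final; Dosing: single nominal compound dose of 4.8 µM; Schedule: 5 h incubation at 4 °C; Technique: TR-FRET with europium anti-GST and streptavidin-D2, 340 nm excitation; Controls: biotin wells as high control, 0.6% DMSO wells as low control.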
Numbers without * were called inactive. These rows are one share of the data; rates above refer to the full screens.

NR2E3 agonist	Structure
5	O=C(CCC(=O)N(CC(=O)NC1CCCCC1)c1ccc2c(c1)OCCO2)Nc1ccccn1
6	COc1cc(C)c(Cl)cc1S(=O)(=O)NC1CC(C)(C)NC(C)(C)C1
2	Cc1ccccc1CSc1nc2c(c(=O)[nH]1)CCCC2
2	Cn1c(C(=O)N2CCCc3ccccc32)cc2c(=O)n3ccccc3nc21
-2	CN1CCN(Cc2c(O)ccc3cc(Br)ccc23)CC1
1	O=C(CSc1cccc[n+]1[O-])Nc1ccc(N2CCOCC2)cc1
-1	Cn1c(=O)c2c(nc(CN3CCN(c4ccccc4)CC3)n2CCCc2ccccc2)n(C)c1=O
11	N#C/C(=C/c1ccc(-c2cc(C(=O)O)cc(C(=O)O)c2)o1)c1nc2ccccc2s1
-1	COc1ccc(C2CC(=O)c3cnc(N4CCc5ccccc54)nc3C2)cc1OC (configuration not stated)
-3	O=C(Nc1ccc(C2=NCCN2)cc1)c1ccc(Cl)c(C(=O)Nc2ccc(C3=NCCN3)cc2)c1
-1	Cc1ccc(S(=O)(=O)N2CCN(C(=O)Cn3nc(C(=O)O)c4ccccc4c3=O)CC2)cc1
7	Cc1c(C(=O)N2CCN(c3ccccc3)CC2)sc2ncnc(N3CCC(C)CC3)c12
-2	CCOC(=O)C(C)(C)N(Cc1ccc(Cl)cc1)S(=O)(=O)c1ccc(Cl)c([N+](=O)[O-])c1
0	CN1CCCC1CCNc1ccc2oc3ccccc3c(=O)c2c1 (configuration not stated)
0	COc1cccc2cc(C(N)=O)/c(=N/NC(=O)COc3ccc(Cl)cc3)oc12
-3	CCN(CC)S(=O)(=O)c1ccc(Cl)c(C(=O)Nc2cc(C)nn2-c2ccccc2C(F)(F)F)c1
4	CCOC(=O)c1ccc(Cl)c(NC(=O)c2cccnc2)c1
-1	O=C(O[C@H]1[C@H](Oc2ccccc2COC(=O)C2(O)C=CCCC2=O)O[C@H](CO)[C@@H](O)[C@@H]1O)c1ccccc1 (some centres not stated)
2	CCn1c(SCC(=O)Nc2nc3ccccc3s2)nc2c(c1=O)SC(C)C2 (configuration not stated)
4	O=c1nc2n(Cc3ccccc3)c3ccccc3cc-2c(=O)[nH]1
1	COC(=O)C1=C(C)N(Cc2cccnc2)C(=O)/C1=C\c1cccs1
5	CCCOc1ccc(N2C(=O)CC(N3CCC(c4nc5ccccc5o4)CC3)C2=O)cc1 (configuration not stated)
4	COc1ccccc1C1C=C(c2ccc(Cl)cc2)Nc2nc(NS(C)(=O)=O)nn21 (configuration not stated)
1	O=c1c2cc(-c3ccccc3)sc2nc2n1CCC2
0	CC/C(=N\NC(C)=O)c1ccc(OC(F)F)cc1

Additional structures:
NR2E3 agonist	Structure
-3	CCOc1ccc(-c2c(=O)n(OCc3ccc([N+](=O)[O-])cc3)c3ccccc3[n+]2[O-])cc1
2	COc1cc(NC(=O)c2ccccc2-c2ccccc2)cc(OC)c1OC
5	O=S(=O)(Nc1ccc(O)c2ccccc12)c1ccc(Br)cc1
-2	COc1ccccc1N1CCN(C(=O)CSc2nnc3c4ccccc4nc(Cc4ccccc4)n23)CC1
-2	O=C(CSc1nnnn1-c1ccc(O)cc1)N1N=C(c2ccc3ccccc3c2)CC1c1ccccc1 (configuration not stated)
1	CCOC(=O)C1=C(c2ccc(OC)cc2)C(=O)c2ccccc2C1=O
1	O=C(Nc1cccc(F)c1)c1c(O)c2cccc3c2n(c1=O)CCC3
4	COc1ccc(CCNC(=O)CSc2nnc(-c3ccco3)c(-c3ccco3)n2)cc1OC
-2	CN(C)C=Nc1ccccc1C1C=NNC1=O (configuration not stated)
2	Cc1[nH]c2ccccc2c1-c1nc(-c2ccc(Cl)cc2)nnc1-c1ccccc1
-1	CCOC(=O)c1ccc(NC(=O)c2c(NCc3ccccc3)[nH]c(=O)[nH]c2=O)cc1
3	CS(=O)(=O)N1c2ccccc2[C@]2([C@@]34C[C@H]5C(=O)N[C@@H](Cc6ccccc6)C(=O)N5[C@@H]3N(S(C)(=O)=O)c3ccccc34)C[C@H]3C(=O)N[C@@H](Cc4ccccc4)C(=O)N3[C@H]12
6	CC1=C(C(=O)OCc2ccccc2)C(c2ccc(Cl)cc2)NC(=O)N1CCCC(=O)O (configuration not stated)
-4	O=C(COC(=O)c1cccc([N+](=O)[O-])c1)c1ccc2c(c1)OCO2
-1	O=C(O)C1CCCCC1C(=O)Nc1cc(Cl)ccc1Cl (configuration not stated)
-4	C#CCOCCOCCOCCNc1nc(N2CCN(C(=O)[C@H]([C@@H](C)CC)n3cc([C@@H](N)CO)nn3)CC2)nc(N2CCN(C(=O)[C@H](Cc3cc4ccccc4[nH]3)n3cc([C@@H](N)Cc4ccc(O)cc4)nn3)CC2)n1
-3	Cc1[nH]c2ccccc2c1C(=O)CN1CC(C)OC(C)C1 (configuration not stated)
0	CCCC(=O)Nc1nn(C)c2nc3cc(C)ccc3cc12
0	O=C(O)CSc1nnc(COc2cccc3cccnc23)n1-c1cccc(C(F)(F)F)c1
0	O=C(Nc1ccc(Cl)cc1)Nc1ccc(Cl)c(Cl)c1
2	C[C@@H]1C=CC(=O)O[C@@H]1c1ccc(Cl)cc1
8	N#Cc1cc2c(N)c(C(=O)Nc3ccccc3)sc2nc1N
-2	O=C(NC(NC1CCS(=O)(=O)C1)C(=O)c1cccs1)c1ccccc1 (configuration not stated)
1	CN(C)CCN(C(=O)c1ccc(N2C(=O)CCC2=O)cc1)c1nc2cc3c(cc2s1)OCCO3
-3	CCCCCCC(=O)N1C/C=C\C(c2ccc(OC)cc2)N(Cc2ccc(F)cc2)C(=O)[C@H]1Cc1ccccc1 (some centres not stated)

5 entries picked at random from the list so far:
NR2E3 agonist	Structure
-2	O=C(NC(NC1CCS(=O)(=O)C1)C(=O)c1cccs1)c1ccccc1 (configuration not stated)
5	CCCOc1ccc(N2C(=O)CC(N3CCC(c4nc5ccccc5o4)CC3)C2=O)cc1 (configuration not stated)
-1	O=C(O[C@H]1[C@H](Oc2ccccc2COC(=O)C2(O)C=CCCC2=O)O[C@H](CO)[C@@H](O)[C@@H]1O)c1ccccc1 (some centres not stated)
3	CS(=O)(=O)N1c2ccccc2[C@]2([C@@]34C[C@H]5C(=O)N[C@@H](Cc6ccccc6)C(=O)N5[C@@H]3N(S(C)(=O)=O)c3ccccc34)C[C@H]3C(=O)N[C@@H](Cc4ccccc4)C(=O)N3[C@H]12
-2	O=C(CSc1nnnn1-c1ccc(O)cc1)N1N=C(c2ccc3ccccc3c2)CC1c1ccccc1 (configuration not stated)

Nothing new here: entries from further up.
NR2E3 agonist	Structure
0	O=C(Nc1ccc(Cl)cc1)Nc1ccc(Cl)c(Cl)c1
2	C[C@@H]1C=CC(=O)O[C@@H]1c1ccc(Cl)cc1
8	N#Cc1cc2c(N)c(C(=O)Nc3ccccc3)sc2nc1N
-2	O=C(NC(NC1CCS(=O)(=O)C1)C(=O)c1cccs1)c1ccccc1 (configuration not stated)
1	CN(C)CCN(C(=O)c1ccc(N2C(=O)CCC2=O)cc1)c1nc2cc3c(cc2s1)OCCO3
-3	CCCCCCC(=O)N1C/C=C\C(c2ccc(OC)cc2)N(Cc2ccc(F)cc2)C(=O)[C@H]1Cc1ccccc1 (some centres not stated)

The list goes on.
NR2E3 agonist	Structure
-5	COc1cc2c3nnc(-c4ccccc4)c-3cn(Cc3ccccc3F)c2cc1OC
1	O=C(Nc1cc(=O)[nH]c2nc(-c3ccc(Cl)cc3)nn12)c1ccccc1
-1	COC(=O)CCC(=O)Oc1ccc(OC(=O)CCC(=O)OC)cc1
0	N#CC(=C=[N-])c1nc2ccccc2nc1-[n+]1cccc(NC(=O)c2ccc(F)cc2)c1
0	COc1ccc(C2/C=C\CN(S(=O)(=O)/C=C/c3ccccc3)[C@H](Cc3ccccc3)C(=O)N2Cc2ccc(F)cc2)cc1 (some centres not stated)
16	COC/C=C/C1=CC2=CC(=O)C(C)(OC(=O)c3ccco3)C(=O)C2=CO1 (configuration not stated)
1	CN1N=C2c3ccccc3CCC2C1c1ccc(C(F)(F)F)cc1 (configuration not stated)
8	Cc1cc(C)c(C2=CC(c3ccccc3)n3ncnc3N2)cc1C (configuration not stated)
4	COc1ccccc1CNC(=O)c1cn(C)c2ccc(S(=O)(=O)N3CCCCC3)cc2c1=O
-4	Nc1ccc(O)c(C(=O)O)c1
2	Cc1ccc(N2CCN(/N=C/C3=C(N4CCOCC4)C(=C\c4ccccc4)/CC3)CC2)cc1
3	CCCNCC1COc2ccccc2O1 (configuration not stated)
22*	CCC1(C)Cc2c(sc3nc(SC)[nH]c(=S)c23)CO1 (configuration not stated)
-18	CCCN1C=CC(=C/C=C(\C#N)C(=O)OCC)C=C1
2	N#Cc1c(N)sc(=S)c2c1CCN(Cc1ccccc1)C2
1	O=C(O)/C(=C\C(=O)c1ccccc1)Nc1ccccc1
4	Cc1cc(CC(=O)O)c2oc(-c3ccoc3)cc(=O)c2c1
2	Cc1c(NC(=O)CSCc2c(F)cccc2Cl)c(=O)n(-c2ccccc2)n1C
2	O=[N+]([O-])CC(=Nc1ccc(F)cc1)N/N=C\c1oc(O)c2ccccc12
-1	O=C(O)c1ccccc1-n1ncc2c1/C(=C/c1ccc(Cl)cc1)CC2
0	COc1ccc([C@@H]2C[C@@H](c3ccccc3)Oc3c(C)ccc(C(C)C)c32)cc1
2	CCOc1ncccc1C(=O)NCc1ccccc1
2	O=C(N=c1ccn(-c2nc3ccccc3nc2NS(=O)(=O)c2ccc(Cl)cc2)cc1)c1ccccc1Cl
0	O=C(CSc1nc2[nH]ncc2c(=O)[nH]1)Nc1nccs1
1	CSc1nc(C)cc(-c2cc(C(=O)Nc3ccccc3)on2)n1

2 of the compounds above, with each value named:
Cc1cc(C)c(C2=CC(c3ccccc3)n3ncnc3N2)cc1C (configuration not stated)
  NR2E3 agonist = 8
Cc1cc(CC(=O)O)c2oc(-c3ccoc3)cc(=O)c2c1
  NR2E3 agonist = 4

Additional results
NR2E3 agonist	Structure
-6	CCOc1cc(/C=C/c2nc3ccccc3c(=O)[nH]2)cc(Br)c1OC
2	CC(C)(C)C(O)/C=C/c1ccc2c(c1)OCO2 (configuration not stated)
2	Cc1ccc2nc(-c3ccc(N4C(=O)CC(N5CCC(C(N)=O)CC5)C4=O)cc3)sc2c1 (configuration not stated)
3	CCn1c(CNC(=O)c2ccccc2F)nnc1SCc1nc2ccccc2c(=O)[nH]1
3	COc1ccc(C2=NOC(C(=O)NCc3cccs3)C2)cc1OC (configuration not stated)
2	COc1ccc(CCN=C(NS(=O)(=O)c2ccc(Cl)cc2)c2ccccc2)cc1
-2	CC1CCN(CCC(=O)Nc2ccc3c(c2)OCCO3)CC1
3	COc1cccc([C@@H]2Oc3ccc(Br)cc3C(=O)[C@H]2OC(=O)NC2CCCC2)c1
-1	CC(C)CNC(=O)c1ccc(Cl)c(N)c1
1	Cc1ccccc1C(=O)Oc1ccc(Sc2ccc(O)cc2)cc1
-2	CCN1CCN(Cc2c(C(=O)N/N=C(\C)c3ccc(Cl)c(Cl)c3)nnn2-c2nonc2N)CC1
0	Cc1nc2nc(-c3ccc(Cl)cc3)nn2c(C)c1Cl
0	CCOc1cc(/C=C2\SC(=Nc3ccc(F)cc3)N(c3ccc(F)cc3)C2=O)ccc1OCC(=O)O
0	CSc1ccc(S(=O)(=O)Nc2cccc(F)c2)cc1
0	COC(=O)[C@@]1(Cc2ccc(F)cc2)[C@H]2c3cc(C(=O)N(C)C)n(Cc4ccc(OC(F)(F)F)cc4)c3C[C@H]2CN1C(=O)c1ccccc1
-5	Cc1[nH]nc(N=Cc2c(O)n(C)c(=O)n(C)c2=O)c1-c1ccccc1
3	COCC(=O)Nc1cc(C(=O)Nc2ccccc2)ccc1Cl
4	CCOc1cc(/C=C2/SC(=S)N(C)C2=O)ccc1Oc1ccc([N+](=O)[O-])cc1[N+](=O)[O-]
6	O=c1oc2ccc([N+](=O)[O-])cc2c(N2CCOCC2)c1[N+](=O)[O-]
3	CC[C@]1(c2ccccc2OC)ON(c2ccccc2C(F)(F)F)C1=O
1	CCO[C@@H]1OC(C(=O)N2CCN(C)CC2)=C[C@H](C(C)(C)C)[C@H]1CCCO
0	CCOc1cc(NC(=S)NCCOC)c(OCC)cc1NC(=O)c1cccs1
0	O=C(N/N=C/c1ccc([N+](=O)[O-])cc1)c1cnccn1
3	CCn1cnc2sc(C(=O)N3CCN(Cc4ccc5c(c4)OCO5)CC3)c(C)c2c1=O
1	C#CCN(Cc1ccccc1)S(=O)(=O)C=C

(next part)
NR2E3 agonist	Structure
1	O=C(OCc1cc(Cl)ccc1OC(F)F)c1ccc([N+](=O)[O-])o1
0	C/C(=C\c1ccccc1)C1Nc2cccc3cccc(c23)N1
2	COc1ccc(CN2C(=O)C(Cc3ccccc3)Nc3ncnc(N4CCc5ccccc5C4)c32)cc1 (configuration not stated)
-5	CN(C)CCNC(=O)c1cc(Sc2ccc(F)cc2)nc2ccccc12
4	Cc1nnc(NC(=O)c2csc3c2CCCC3)s1
4	CC1CCN(CCCNC(=O)c2ccc(Cn3c(=S)[nH]c4ccc(Br)cc4c3=O)cc2)CC1
3	C/C=C/C(O)c1ccc2ccccc2c1 (configuration not stated)
-1	CC(=O)c1c(C)[nH]c(C(=O)OCC(=O)c2c(N)n(C)c(=O)n(C)c2=O)c1C
3	N#Cc1nc(-c2ccc(F)cc2)oc1NCCCn1ccnc1
0	Cc1ccc(CNC(=O)C2c3ccccc3C(=O)N(C)C2c2c[nH]c3ccccc23)o1 (configuration not stated)
-1	CCOC(=O)c1ccc(NS(=O)(=O)c2ccc(Cl)nc2)cc1
0	CCN1CCC(N2CCN(c3ccc(Cl)cc3)CC2)CC1
-1	Cc1ccc(C(=O)NNC(=O)CSc2nnc(CNc3ccc(F)cc3)n2C)cc1
-4	O=C(c1n[nH]c2c1CCCC2)n1ccnc1
0	Cc1cc(C)n(-c2nc(NCC3CCCO3)c3c4c(sc3n2)COC(C)(C)C4)n1 (configuration not stated)
1	COc1cccc(NC(=O)CSc2nnc(-c3ccoc3C)n2-c2ccccc2)c1
0	CCOC(=O)c1[nH]c(COC(=O)CCCOc2ccccc2)c(C(=O)OCC)c1C
2	C(=N\Nc1nc(-c2ccccn2)nc2ccccc12)/c1ccccc1
2	CCOc1nc(C)cc(C)c1S(=O)(=O)c1cccc(C)c1
